Bioassay records as filed in PubChem BioAssay.
Granule exo inh – LAMP-1 surface exposure blockers, TALL-104 cells – cell-based, flow cytometry, MLPCN library, primary screen. inhibition, % at 10 µM. actives 0.66% (n = 360,000). TALL-104 LAMP-1 surface exposure; cells stimulated with thapsigargin and PMA;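 active means inhibition above about 55%, limit read from the data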
NOD2 RIPK2 PPI – NOD2-RIPK2 binding disruptors in cells, primary screen, fluorescence, CHO cells, BLA complementation | CCF4 ratio | AID 624267, 2012 | actives 0.38% (n = 360,000) | Receptor-interacting serine/threonine-protein kinase 2 (Homo sapiens), O43353 | inhibition, % at 4.98 µM; in the data active means inhibition above about 21%;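 further: 0% = vehicle only and 100% = reference blocker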
ABHD5-PLIN5 inh – ABHD5-PLIN5 interaction inhibitors, primary screen, cell lysate, split luciferase complementation, luminescence; Split G. princeps luciferase complementation, 4 h; inhibition, % at 4 µM; actives 0.78% (n = 360,000); Perilipin-5 (Homo sapiens) + 1-acylglycerol-3-phosphate O-acyltransferase ABHD5 (Homo …;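 active means inhibition above the mean inhibition across every tested compound plus 3 SD, cut at about 22% in these data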;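 further: 0% = DMSO only wells and the 100% control is not disclosed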
Target sequence (Q00G26 whole entry, looked up): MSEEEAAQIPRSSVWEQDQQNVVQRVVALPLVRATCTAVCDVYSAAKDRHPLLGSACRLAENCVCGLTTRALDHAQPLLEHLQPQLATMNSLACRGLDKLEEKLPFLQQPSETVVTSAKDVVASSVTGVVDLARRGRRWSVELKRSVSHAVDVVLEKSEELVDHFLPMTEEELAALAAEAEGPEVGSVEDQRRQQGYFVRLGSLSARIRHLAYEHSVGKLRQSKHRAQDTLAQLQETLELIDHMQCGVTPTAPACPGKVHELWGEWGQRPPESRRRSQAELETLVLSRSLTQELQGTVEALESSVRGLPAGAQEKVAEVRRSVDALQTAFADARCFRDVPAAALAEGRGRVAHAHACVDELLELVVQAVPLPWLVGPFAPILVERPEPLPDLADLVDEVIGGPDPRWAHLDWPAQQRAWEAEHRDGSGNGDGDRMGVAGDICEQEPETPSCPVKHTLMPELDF
Target sequence (Q8WTS1 whole entry, looked up): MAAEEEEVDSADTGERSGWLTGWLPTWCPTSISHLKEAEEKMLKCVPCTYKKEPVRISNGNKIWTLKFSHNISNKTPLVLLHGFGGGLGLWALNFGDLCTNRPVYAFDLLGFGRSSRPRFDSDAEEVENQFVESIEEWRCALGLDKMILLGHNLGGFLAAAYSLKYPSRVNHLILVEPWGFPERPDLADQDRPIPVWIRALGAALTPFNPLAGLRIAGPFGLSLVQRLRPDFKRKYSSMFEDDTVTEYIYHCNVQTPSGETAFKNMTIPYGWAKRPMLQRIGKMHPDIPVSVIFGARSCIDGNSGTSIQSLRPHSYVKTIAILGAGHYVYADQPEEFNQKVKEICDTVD
TLR9-MyD88 inh – inhibitors of TLR9-MyD88 association in cells, primary screen, cell-based, CHO, BLA complementation, fluorescence | inhibition, % at 4.98 µM | actives 0.21% (n = 340,000) | CCF4 FRET ratio;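 active means inhibition above the mean over all tested compounds plus 3 SD, cut at about 21% in these data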;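 further: 0% = DMSO only wells and 100% = clavulanate BLA inhibitor control wells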
Glyco luc inh – increase of ERlucT glycosylation luciferase signal, primary screen, N-linked glycosylation inhibitor project, D54 ERlucT cells, luminescence, set 2. AID 588692, 2011. D54 ERlucT glycosylation luciferase reporter, 24 h; percent of 100 nM tunicamycin response. reporter increase, % at 12.5 µM. actives 0.23% (n = 360,000);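 active means mean luciferase reporter signal, scaled so untreated is 0 and the glycosylation-blocking control 100, at or above a set limit in every replicate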;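 further: luciferase carries N-glycosylation sites so blocking glycosylation raises the light; 0% = median of neutral control wells and 100% = median of 100 nM tunicamycin wells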
aDG glyco up – activators of alpha-DG glycosylation, primary screen, uHTS, Pro5-aDG cells, AlphaScreen. alpha-DG glycosylation AlphaScreen (IIH6); 0% Pro5, 100% B10-LARGE cell signal. activation, % at 10 µM. actives 0.22% (n = 360,000). AID 624168, 2012;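 active means activation of at least 8% versus controls, or a plate z-score of at least 8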;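 further: Pro5 are CHO cells carrying HIG-tagged alpha-DG that lacks glycosylation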
MC4R antagonist – MC4R antagonists of cAMP signaling, primary screen, cell-based, TR-FRET, antagonist arm of biased-ligand search; Melanocortin receptor 4 (Homo sapiens), P32245; AID 540295, 2011; MC4R-expressing cells, MTII-stimulated cAMP, LANCE TR-FRET; inhibition, % at 6.5 µM; actives 0.48% (n = 360,000);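 active means inhibition above its plate's cutoff, the mean of tested wells on that plate plus 3 SD, cut at about 29% in these data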;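 further: 0% = Melanotan II alone and 100% = Melanotan II plus saturating MCL0020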
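Test system: U2OS cells stably expressing human melanocortin 4 receptor (MC4R); also added: Melanotan II challenge; compound: 6.5 µM single dose; timing: 30-min compound preincubation, 1-h Melanotan II challenge, 1-h detection, room temperature; signal: Eu-cAMP/anti-cAMP TR-FRET, emission 671 nm; repeats: one well per compound, no replicates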
ABCB6 inh MLPCN – ABCB6 transporter inhibitors, primary screen, K562-ABCB6 cells, flow cytometry, MLPCN library. ATP-binding cassette sub-family B member 6 (Homo sapiens), Q9NP58. K562-ABCB6 porphyrin accumulation, 1 h; stronger effect = lower value. fluorescence ratio to DMSO, % at 10 µM. actives 0.19% (n = 360,000);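 active means fluorescence ratio to DMSO below 75%, the collection mean minus 3 SD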;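 further: signal is porphyrin accumulated inside mitochondria; 100% equals median channel fluorescence of DMSO control wells; lower ratio means ABCB6 inhibition with less porphyrin fluorescence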
MC4R ag barr – MC4R agonists recruiting beta-arrestin, primary screen, cell-based, luminescence, agonist arm of biased-ligand search. U2OS MC4R beta-arrestin complementation; percent of melanotan II response, DMSO zero. AID 540308, 2011. actives 0.98% (n = 360,000). activation, % at 8.9 µM;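 active means activation above a per-plate cutoff, the mean activation of sample wells on that plate plus 3 SD, cut at about 8% in these data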
Vif inh – HIV Vif self-association inhibitors, primary screen, imaging, HEK293T, single point. HEK293T cells, Vif self-association by quenched fluorescence, 24 h. inhibition, % at 7.49 µM. actives 0.35% (n = 340,000). AID 602346, 2012; in the data active means inhibition above about 50%, passing the limit was not always enough; further: some results filed as inactive read as strong as hits
* marks the source's active call; other numbers are inactive results; i = inactive; . = not tested or not shown. The list is partial (hit frequency here may not be typical).

SMILES | Granule exo inh | NOD2 RIPK2 PPI | ABHD5-PLIN5 inh | TLR9-MyD88 inh | Glyco luc inh | aDG glyco up | MC4R antagonist | ABCB6 inh MLPCN | MC4R ag barr | Vif inh
COc1ccc(OCCC(=O)OCC(=O)NCCc2ccccc2)cc1 | -1 | -8 | -2 | -4 | -1 | -0.2 | 10 | 99 | 0.6 | -1
CCOC(=O)CC(NC(=O)Cc1ccc(F)cc1)c1ccccc1Cl (stereo not given) | -3 | -4 | 0 | 5 | -1 | -0.2 | 4 | 102 | -3.4 | -3
COc1cc2c(cc1OC)CN(CC(=O)Nc1ccc(F)cc1)C(C(=O)O)C2 (stereo not given) | -13 | -5 | 8 | 12 | -1 | -0.1 | 5 | 100 | -0.5 | 3
C=CCN1C(=O)c2ccc(C(=O)N(CCOC)c3c(N)n(CCCC)c(=O)[nH]c3=O)cc2C1=O | 0 | -7 | 2 | -1 | 1 | 0.2 | -3 | 104 | -1.4 | -1
CCc1cc(-c2n[nH]c(C)c2-c2nc3ccccc3n2C)c(O)cc1O | -6 | -14 | -9 | . | 5 | 0.1 | 3 | 97 | 1.4 | -4
CS(=O)(=O)c1nc(-c2ccc(Br)cc2)cc(-c2ccccc2)c1C#N | 33 | -9 | 0 | -10 | 7 | -0.7 | 43* | 89 | 4.2 | 25
COc1ccc(NC(=O)CCS(=O)(=O)c2ccc3c(c2)CCCN3C(C)=O)cc1 | 0 | 2 | 0 | 3 | -1 | -0.2 | -1 | 88 | -1.8 | 2
CC1=C(C(=O)Nc2ccc(Cl)cc2)C(c2cccs2)n2nnnc2N1 (stereo not given) | -2 | -5 | 6 | 5 | 0 | 0.2 | 3 | 95 | 0.3 | -3
CCc1ccc(-n2c(=S)sc3c(=O)[nH]c(SCC(=O)NC4CCCCC4)nc32)cc1 | 2 | -3 | 6 | 14 | -1 | 0.1 | 4 | 100 | 1.0 | 0
CC1(C)Cc2c(sc(NC(=O)C(=O)N3CCCC3)c2C(N)=O)CO1 | -10 | -4 | 8 | 9 | -2 | -0.1 | -4 | 93 | -1.4 | -1
NC(N)=N/N=C(\N=Nc1ccccc1)c1ccc(Cl)cc1 | 56* | 4 | -4 | 8 | 2 | 2.1 | -5 | 99 | 3.3 | 2
CN(C)c1cc[n+](CC(=O)Nc2c(Cl)cc(Cl)cc2Cl)cc1 | -2 | -6 | 4 | 10 | -2 | 0.7 | 19 | 99 | 3.0 | -1
O=C(Cn1c(=O)c2cccn2c2ccccc21)NCCCN1CCCCC1 | -4 | -17 | -2 | -3 | -1 | -0.1 | 6 | 101 | -0.8 | 1
O=C(COc1ccccc1Cl)NNC(=O)c1ccc2nc[nH]c2c1 | 13 | 2 | 0 | 7 | 2 | 0.0 | 2 | 88 | -2.2 | 7
CCOCCCN(C)C1CCN(C(=O)c2oc3ccccc3c2NC(=O)COc2ccc(F)cc2)CC1 | 9 | -3 | 6 | -5 | -8 | 0.1 | 12 | 94 | -0.9 | 8
CCOc1ccc(N2C(=O)CC(N(CCc3ccc(OC)cc3)C(=O)c3cccc(F)c3)C2=O)cc1 (stereo not given) | -4 | -4 | 2 | -12 | -1 | -0.2 | 26 | 104 | 0.2 | 3
Cc1ccc(S(=O)(=O)NN/C(=N/S(=O)(=O)c2ccccc2)c2ccccc2)cc1 | 4 | -1 | 3 | -5 | -1 | 0.1 | 1 | 98 | 1.0 | 8
Cc1nn(C2CCS(=O)(=O)C2)c(Cl)c1/C=C/C(=O)OCC(=O)c1c[nH]c2ccccc12 (stereo not given) | 2 | -8 | 0 | -1 | -3 | 0.6 | 3 | 86 | 0.9 | .
Cc1ccc(CS(=O)(=O)CCC(=O)NCCN(C)Cc2ccccc2)cc1 | -1 | 5 | 0 | -2 | 2 | -0.1 | 3 | 102 | -2.2 | -11
COc1ccc(C)cc1NC(=O)c1ccc(OCc2c(C)noc2C)cc1 | 0 | -27 | -1 | -4 | 2 | -0.1 | 3 | 93 | -1.0 | -9
O=c1c2ccccc2nc(CSc2ncnc3nc[nH]c23)n1-c1cccc(C(F)(F)F)c1 | 1 | -4 | -1 | -2 | 1 | 0.0 | 3 | 104 | -1.4 | 16
O=C(NC(C(=O)c1ccccc1)n1c(=O)cc[nH]c1=S)c1ccccc1 (stereo not given) | -1 | -3 | 8 | 3 | -2 | 0.4 | 12 | 99 | -2.0 | -2
O=C1NC(Cc2ccccc2)C(=O)N1Cc1ccccc1 (stereo not given) | 6 | -8 | 1 | -2 | 3 | 0.0 | -1 | 106 | 0.9 | 5
Cc1csc(SCC(=O)NC(C)c2ccc(F)cc2)n1 (stereo not given) | -1 | -2 | -3 | -1 | 2 | -0.2 | 3 | 95 | -2.5 | -1
COc1ccc(Cl)cc1N(CC(=O)Nc1ccccc1C(=O)N1CCCC1)S(C)(=O)=O | -1 | 5 | 3 | -5 | 1 | 0.0 | 12 | 94 | 0.4 | 22

Some of the entries so far, as a markdown table.
| compound | Granule exo inh | NOD2 RIPK2 PPI | ABHD5-PLIN5 inh | TLR9-MyD88 inh | Glyco luc inh | aDG glyco up | MC4R antagonist | ABCB6 inh MLPCN | MC4R ag barr | Vif inh |
| --- | --- | --- | --- | --- | --- | --- | --- | --- | --- | --- |
| COc1ccc(NC(=O)CCS(=O)(=O)c2ccc3c(c2)CCCN3C(C)=O)cc1 | 0 | 2 | 0 | 3 | -1 | -0.2 | -1 | 88 | -1.8 | 2 |
| CC1=C(C(=O)Nc2ccc(Cl)cc2)C(c2cccs2)n2nnnc2N1 (stereo not given) | -2 | -5 | 6 | 5 | 0 | 0.2 | 3 | 95 | 0.3 | -3 |

Next results:
SMILES | Granule exo inh | NOD2 RIPK2 PPI | ABHD5-PLIN5 inh | TLR9-MyD88 inh | Glyco luc inh | aDG glyco up | MC4R antagonist | ABCB6 inh MLPCN | MC4R ag barr | Vif inh
O=C(CC1C(=O)NCCN1Cc1ccc(-c2ccccc2)cc1)NCC1CCOCC1 (stereo not given) | 1 | -5 | 5 | -3 | -2 | -0.4 | 1 | 97 | -0.4 | -12
O=C(Nc1ccccc1Cl)c1cc(=O)c2ccccc2o1 | 3 | -15 | 3 | -2 | -2 | 0.0 | -18 | 90 | -2.2 | -5
N#Cc1c(-n2ccnc2)cccc1-n1ccnc1 | 2 | 2 | 5 | -1 | 0 | -0.1 | -4 | 88 | -0.9 | -11
COc1ccccc1OCCCOc1c(Cl)cc(C)cc1Cl | 2 | -2 | -7 | 0 | -2 | -0.2 | 3 | 99 | 0.3 | 5
Cc1ccc(C)c(S(=O)(=O)N2CCCOC2CNC(=O)C(=O)NCCN2CCOCC2)c1 (stereo not given) | -1 | -7 | -2 | -1 | 1 | 0.0 | 9 | 96 | -2.1 | 7
Cc1ccc(SCC(=O)c2c(C)nc3ccccn23)cc1 | 2 | -2 | 2 | 7 | -2 | 1.1 | -2 | 88 | -0.4 | 8
Cc1ccc2c(c1)N(C(=O)CCC(=O)N1CCC(C(N)=O)CC1)CCO2 | 1 | -5 | -5 | -6 | 0 | 0.4 | 14 | 102 | 2.4 | .
COc1ccc2c(c1)-c1c(ssc1=S)C(C)(C)N2C(=O)CSC1=NCCS1 | 0 | 3 | -10 | -13 | -6 | -0.5 | 14 | 98 | -2.9 | 3
COc1ccc(-c2cn(CCC(=O)NCc3ccc(C)cc3)c(-c3ccncc3)n2)cc1 | -6 | -2 | 0 | -16 | 2 | 0.4 | 14 | 99 | 0.1 | -3
N#Cc1c(-c2ccccc2)cc(-c2ccccc2)nc1SCC(=O)NCC(=O)O | -2 | -6 | 3 | 2 | 2 | 0.0 | 19 | 103 | -2.1 | -5
CCc1nc2ccc(C(=O)Nc3ccc(NC(C)=O)cc3)cn2c1N(C)CCCc1ccccc1 | 5 | -12 | 14 | . | 1 | -0.1 | 5 | 97 | -0.9 | 17
CCN1CC(CN(C)Cc2nc(-c3ccco3)oc2C)CC1=O (stereo not given) | -2 | 3 | -4 | -4 | -1 | -0.1 | 2 | 101 | -2.5 | -4
Cc1ccccc1N1C(=O)C2C3CCC(O3)C2C1=O (stereo not given) | 4 | -4 | 0 | -10 | 1 | 0.0 | -3 | 106 | -2.1 | -4
Cc1ccc(CC(=O)O/N=C(\N)Cc2ccc([N+](=O)[O-])cc2)cc1 | -2 | -3 | 0 | 10 | 1 | 0.4 | 5 | 113 | -3.9 | 0
CCOC(=O)Cn1nc(C)n(-c2cccc(Cl)c2)c1=O | 2 | -3 | 3 | 5 | 3 | 0.1 | -1 | 91 | 1.7 | 15
CC1=NN(C(=O)Cc2ccc([N+](=O)[O-])cc2)C(O)(c2ccccc2)C1 (stereo not given) | 4 | 10 | -11 | -15 | 1 | 0.1 | 3 | 107 | 0.1 | -2
CCCc1noc2c1C(c1ccoc1)C(C#N)=C(N)N2 (stereo not given) | 2 | -10 | -6 | -4 | 4 | 0.0 | -6 | 105 | -0.7 | -7
CCOc1ccc(NC(=O)CSc2ncnc3c2sc2ccccc23)cc1 | -5 | -14 | -5 | -6 | 0 | 0.1 | 1 | 97 | 1.4 | 7
CCS(=O)(=O)N1CCC(C(=O)N2CCOCC2)CC1 | -4 | 0 | -2 | -1 | 2 | -0.2 | 1 | 95 | -0.3 | .
Cc1ccc(S(=O)(=O)N2CCN(C(=O)CC(C)C)CC2)cc1 | -6 | 4 | -3 | 0 | 0 | -0.1 | -2 | 100 | -1.4 | 4
CNc1snc(C)c1C(=O)OCC(=O)c1ccc(OC)c(F)c1 | 1 | -3 | -8 | 0 | -2 | 2.7 | -2 | 94 | 0.4 | -1
CCOC(=O)c1[nH]cnc1N=Nc1c(O)ccc2ccccc12 | -2 | -4 | 6 | 1 | -13 | 1.2 | -5 | 100 | -4.0 | 2
COc1ccccc1N(CCOc1ccccc1)S(=O)(=O)c1ccccc1 | 0 | -19 | 0 | -1 | -3 | 0.2 | 1 | 102 | -1.2 | 5
c1ccc(CCNc2nnnn2-c2ccccc2)cc1 | 1 | -11 | 6 | -2 | 1 | -0.2 | 6 | i | 1.4 | 3
O=C(CCNS(=O)(=O)c1ccc(Br)s1)NCc1ccc2c(c1)OCO2 | -4 | 7 | -5 | -1 | -1 | -0.2 | 10 | 138 | -1.6 | -2
CCOc1ccc(OCC)c(NC(=O)C2C3C=CC(O3)C2C(=O)O)c1 (stereo not given) | 0 | 1 | -1 | 6 | 4 | 0.2 | 16 | 103 | -0.1 | .
Cc1cc(C(=O)N/N=C/c2c(C)nn(-c3ccccc3)c2C)n[nH]1 | -8 | 6 | 4 | -1 | 0 | 0.1 | -5 | 96 | 1.3 | 7
CCNC(=O)/C(C#N)=C/c1c(N(Cc2ccccc2)Cc2ccccc2)nc2ccccn2c1=O | -2 | -13 | 8 | -3 | -3 | -0.2 | -6 | 80 | 0.8 | 1
